HEK293 NOD2/NF-kB = NOD2 signaling inhibitors, cell-based, luminescence, uHTS, HEK293 (AID 1566) | one-dose inhibition, % at 4 µM; EC50 in µM for titrated hits | 0.63% of 290,000 active | HEK293 NOD2/NF-kB luciferase reporter, luminescence; higher % means a stronger effect; in the data active = inhibition above about 50%; note: many of its hits are not listed in these tables
NOD1 inhibition = inhibition of NOD1-driven NF-kB reporter – cell-based, luminescence, uHTS, primary screen (AID 1578). NOD1-driven NF-kB luciferase reporter cells, luminescence; higher % means a stronger effect. 1% of 290,000 active. one-dose inhibition, % at 4 µM; EC50 in µM for titrated hits; in the data active = inhibition mostly above about 36%, no sharp cut-off; inactive = mostly below about 34%;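 note: HEK-293T reporter cells stimulated with the NOD1 agonist gamma-tri-DAP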
Active calls of the source: *.

SMILES	HEK293 NOD2/NF-kB	NOD1 inhibition
CCN(Cc1ccncc1)C(=O)C1CCC(=O)N(Cc2ccc(Cl)cc2)C1 (centres undefined)	7%	-19%
COc1ccc(-c2oc3ccccc3c2C(=O)OCc2ccc(O)cc2)cc1	-8%	-13%
COc1cccc(CN(C(=O)c2ccco2)C2CCS(=O)(=O)C2)c1 (centres undefined)	14%	3%
Cc1ccc(C2=NS(=O)(=O)N(C)C(C(=O)N3CCOCC3)=C2)cc1	12%	-15%
Cc1ccc(C(=O)NCCC(=O)N2CCC3(CC2)NCCc2[nH]cnc23)cc1	7%	-14%
Cc1cccc(N2CCN(C(=O)c3ccc4c(c3)NC(=O)C(CSCc3ccc(F)cc3)N4)CC2C)c1 (centres undefined)	14%	33%
CC(=O)Nc1ccc(C(=O)N/C(=C/c2ccccc2)C(=O)N2CCCCC2)cc1	11%	-7%
COc1cccc(N2CCN(Cc3ccco3)CC2)c1	-2%	-15%
Cc1cc(N2CCOCC2)n2nc(C)c(-c3ccc(Cl)cc3)c2n1	9%	-15%
CCCCOc1ccc(C(=O)N2CCNC(=O)C2)cc1	4%	-36%
O=C(CN1C(=O)S/C(=C/c2cccn2-c2ccc(O)cc2)C1=O)N1CCCC1	35%	2%
CCc1ccccc1-n1ncc(C(=O)Nc2ccccc2OC)c1C	14%	21%
CC(C)(C)NC(=O)C1CC1(c1ccccc1)c1ccccc1 (centres undefined)	14%	-7%
CC1CC(C)CN(S(=O)(=O)c2ccc3c(c2)CC(C)N3C(=O)C2CC2)C1 (centres undefined)	3%	-18%
CC(=O)N1c2ccc(S(=O)(=O)N3CCC(C(=O)N4CCCCC4)CC3)cc2CC1C (centres undefined)	20%	-16%
CCN(CC)CCN(C(=O)c1ccc2ccccc2c1)c1nc2ccc(F)cc2s1	-7%	-28%
O=C(Cn1ncc2c([nH]c3ccccc32)c1=O)NCCc1ccc(Cl)cc1	1%	-12%
Cc1nccn1C[C@@H]1CCc2c(c3ccccc3n2C)C1=O	16%	9%
COc1ccccc1N1CCN(C2CC(=O)N(c3ccc(Cl)cc3)C2=O)CC1 (centres undefined)	2%	-36%
COC(=O)c1ccc2[nH]ccc2c1	-2%	-16%
COc1ccc(OCC(O)Cn2c(N3CCCCC3)nc3c2c(=O)[nH]c(=O)n3C)cc1 (centres undefined)	5%	-24%
CN(CC1CCCN(CCc2cccc(C(F)(F)F)c2)C1)C(=O)c1ccco1 (centres undefined)	-4%	36%
Fc1ccc(Nc2nc(N3CCOCC3)nc(N3CCOCC3)n2)cc1Cl	11%	-10%
CSCC[C@H](NS(=O)(=O)c1ccc(C)cc1)C(=O)N1CCC(C(=O)N[C@@H](Cc2ccccc2)C(=O)O)CC1	15%	-19%
CCN(CC(=O)Nc1cc(Cl)ccc1C)C(=O)COc1cccc2c1OC(C)(C)C2	-13%	-24%
CCCNC(=S)N1CCN(c2nc(-c3cccc(OC)c3)cs2)CC1	28%	9%
COc1ccc(/C=C2\SC(=S)N(CC(=O)NC3C=CS(=O)(=O)C3)C2=O)cc1 (centres undefined)	12%	8%
CCCCNC(=O)CCC(=O)N1CCN(C(c2ccccc2)c2ccccc2)CC1	5%	-16%
COc1ccc(C(=O)NC(=S)N2CCCC2)cc1	10%	-18%
CNC(=O)N1c2ccccc2CCc2ccccc21	6%	-30%
COc1ccc(N2CCN(C(=O)Cc3ccc(Cl)cc3)CC2)cc1	3%	-4%
Cc1ccc(S(=O)(=O)N2CCN(C(=O)c3ccco3)CC2)cc1C	22%	2%
COc1ccccc1-n1cnnc1SCC(=O)Nc1ccccc1	16%	-21%
O=C(c1ccc(CS(=O)c2ccccc2Cl)o1)N1CCN(c2ccccn2)CC1 (centres undefined)	-3%	-5%
O=C(O)C1C2C=CC(C2)C1C(=O)Nc1cccc(Cl)c1 (centres undefined)	5%	-7%
CCc1noc(C)c1C(=O)N1CCN(S(=O)(=O)c2cc(C)ccc2C)CC1	14%	-28%
CC(C)(C)c1cc(NC(=O)Nc2ccccc2OC(F)(F)F)no1	11%	-10%
CC1CCN(C(=O)CSc2ccc(-c3ccc4c(c3)OCCO4)nn2)CC1	8%	-18%
Cc1cc(C)c(C)c(S(=O)(=O)NCc2ccc(C(=O)NCC3CCCO3)cc2)c1C (centres undefined)	6%	-28%
CN1CCCN(S(=O)(=O)c2ccccc2)CC1	8%	0%
COc1cc(CN2CC(=O)N(c3cccc(Cl)c3C)C2=S)cc(OC)c1OC	11%	1%
CCOC(=O)N1CCN(C(=O)CCn2c(=S)[nH]c3ccccc3c2=O)CC1	18%	-10%
O=C(O)c1cc(NC(=O)c2ccccc2F)cc(NC(=O)c2ccccc2F)c1	6%	15%
CCOC(=O)c1c(NC(C)=O)sc(/C(C)=N/Nc2ccc(C(=O)O)cc2)c1C	2%	-7%
Cc1cccc(NC(=O)c2c(O)c3ccccc3[nH]c2=O)c1	-64%	18%
CN(Cc1ccc(F)cc1)Cc1nc(-c2ccccc2)no1	19%	-6%
CN(Cc1cccnc1)C(=O)c1cc(COc2ccc3c(c2)CCCC3)on1	-15%	-47%
CCOc1ccccc1N(C(=O)c1snc(C(N)=O)c1N)C(C(=O)NCC1CCCO1)c1ccc2ncccc2c1 (centres undefined)	13%	-17%
COc1ccccc1N1CCN(C(=O)CCc2ccccc2)CC1	-7%	-23%
CCOC(=O)c1c(S(=O)(=O)NCC(=O)NCc2ccc(C)cc2)c(C)n(C)c1C	12%	-31%
Cc1nn(C(=O)c2cccc([N+](=O)[O-])c2)c(C)c1Cl	6%	-2%
Cc1ccccc1-n1nc2c(c1NC(=O)c1ccco1)CS(=O)(=O)C2	5%	-12%
O=C(NCc1ccncc1)C1CCN(S(=O)(=O)c2cc(Cl)ccc2Cl)CC1	5%	-16%
CCOC(=O)N1CCN(C(=O)CN(C)S(=O)(=O)c2ccc(Cl)cc2)CC1	11%	-4%
Cn1c(=O)c(=O)n(C)c2cc(S(=O)(=O)CCC(=O)N3CCCCC3)ccc21	7%	-11%
CCc1nn(CC(=O)N2CCN(c3cc(C)ccc3C)CC2)c(=O)c2cc3occc3n12	13%	14%
C/C(CC(=O)Nc1c(C)cc(C)cc1C)=N\NC(=O)Cc1ccccc1	22%	33%
CC1CN(C(=O)CCC(=O)N2CCN(c3ccccn3)CC2)c2ccccc2O1 (centres undefined)	11%	13%
COc1ccc(-c2csc(NC(=O)c3cccc(N4C(=O)CCC4=O)c3)n2)cc1C	14%	-20%
O=C(CCCSc1ccc(Cl)cc1)Nc1ccccc1O	5%	59%*

Molecules above that contain a CF3 group (two):
SMILES	HEK293 NOD2/NF-kB	NOD1 inhibition
CN(CC1CCCN(CCc2cccc(C(F)(F)F)c2)C1)C(=O)c1ccco1 (centres undefined)	-4%	36%
CC(C)(C)c1cc(NC(=O)Nc2ccccc2OC(F)(F)F)no1	11%	-10%

New compounds follow.
SMILES	HEK293 NOD2/NF-kB	NOD1 inhibition
COc1ccc(CCNc2nc(-c3ccc(F)cc3)c(CC(=O)O)s2)cc1OC	4%	5%
CCCn1nnnc1NCc1ccc(CC)cc1	1%	-23%
Cc1cccc(NC(=O)Nc2ccc(Cl)c(Cl)c2)n1	-47%	0%
CCOC(=O)C1(CCOc2ccccc2)CCN(Cc2cc(OC)c(O)c(OC)c2)CC1	2%	-31%
CCS(=O)(=O)N1CCC(C(=O)Nc2ccc(C(C)=O)cc2)CC1	14%	35%
Cc1ccccc1C(=O)c1cccn1CC(=O)NC(C)c1ccccc1 (centres undefined)	9%	-11%
O=C(NCc1ccc2c(c1)OCO2)c1nc(Cn2ccc([N+](=O)[O-])n2)no1	3%	-17%
C=CCn1c(SCC(=O)NC2CC2)nnc1-c1cccc(OC)c1	-1%	-31%
CCOC(=O)c1c(NC(=O)c2c(C(=O)O)cccc2[N+](=O)[O-])sc2c1CCCC2	6%	-12%
CC(C)[C@H](NC(=O)N1CCn2c1nc1ccccc12)C(=O)NCCc1ccccc1	14%	-5%
O=C(COc1ccc2cc(-c3ccccc3)c(=O)oc2c1)NCC1CCC(C(=O)O)CC1 (centres undefined)	-13%	-38%
Cc1ccc(NC(=O)Cn2nnc(C(=O)NCc3ccc(Cl)cc3)c2N)cc1F	-5%	-15%
O=C(c1cccc(NS(=O)(=O)c2ccccc2)c1)N1CCCC1	-2%	-11%
Cc1ccc(S(=O)(=O)N2CCCOC2CNC(=O)C(=O)NCc2ccc3c(c2)OCO3)cc1 (centres undefined)	-11%	-24%
CS(=O)(=O)N1CCCC(C(=O)Nc2cccc(F)c2)C1 (centres undefined)	23%	8%
CCCCNC(=O)N(O)C1N(/N=C/c2ccc(N(C)C)cc2)C(=S)SC1(C)C (centres undefined)	18%	2%
O=C(COc1ccc2c(-c3ccccc3)cc(=O)oc2c1)N[C@@H](Cc1c[nH]c2ccc(O)cc12)C(=O)O	10%	-14%
Cc1cc([N+](=O)[O-])nn1CC(=O)NCCCN1CCOCC1	4%	-22%
CC(=O)c1ccc(NC(=O)c2cccc(NC(=O)c3ccccc3)c2)cc1	9%	-4%
O=C(NS(=O)(=O)c1ccc(Cl)s1)c1ccccc1	-4%	-44%
NS(=O)(=O)c1ccc(CCNC(=O)C(=O)NCC2OCCN2S(=O)(=O)c2ccc(Cl)cc2)cc1 (centres undefined)	15%	5%
CCOc1ccccc1CN1CCC(N2CCOCC2)CC1	4%	-10%
CCC(=O)Nc1ccc(N2CCN(C(=O)c3ccco3)CC2)c(Cl)c1	-2%	-45%
COc1cccc(NC(=O)N2C3CCCC2CC(NC(=O)C2CC2)C3)c1 (centres undefined)	-6%	2%
CN(C)CCCOC(=O)N1c2ccccc2C=Cc2ccccc21	8%	0%
COc1ccccc1C(=O)NCCC(=O)NCCC12CC3CC(CC(C3)C1)C2	10%	-25%
CC(C)(C)c1ccc(-n2ncc3c2CCCC3NC(=O)CCCn2cncn2)cc1 (centres undefined)	23%	-17%
C=CCN1C(=O)c2ccc(C(=O)N3CCN(S(=O)(=O)c4cccc(Cl)c4)CC3)cc2C1=O	10%	-25%
COc1ccc(CNC(=S)Nc2ccccc2F)cc1	2%	-35%
COc1ccc(S(=O)(=O)N2CCC(C(=O)N3CCCC3)CC2)cc1C	1%	-42%

5 entries from above, with the structure last:
HEK293 NOD2/NF-kB	NOD1 inhibition	SMILES
22%	2%	Cc1ccc(S(=O)(=O)N2CCN(C(=O)c3ccco3)CC2)cc1C
6%	15%	O=C(O)c1cc(NC(=O)c2ccccc2F)cc(NC(=O)c2ccccc2F)c1
10%	-25%	C=CCN1C(=O)c2ccc(C(=O)N3CCN(S(=O)(=O)c4cccc(Cl)c4)CC3)cc2C1=O
11%	1%	COc1cc(CN2CC(=O)N(c3cccc(Cl)c3C)C2=S)cc(OC)c1OC
14%	-28%	CCc1noc(C)c1C(=O)N1CCN(S(=O)(=O)c2cc(C)ccc2C)CC1

(list continues)
Below each SMILES – HEK293 NOD2/NF-kB, NOD1 inhibition
O=C(CN1C(=O)CCSc2ccc(S(=O)(=O)N3CCCC3)cc21)NCc1ccccc1Cl
  22%, -8%
Cc1ccc(N2CCC(N3CCN(C)C(CCO)C3)CC2)cc1 (centres undefined)
  -24%, -3%
CCOC(=O)/C(C#N)=C/c1c(N2CCN(c3ccccc3)CC2)nc2c(C)cccn2c1=O
  12%, -5%
CN1CCCN(C(=O)CSc2ccccc2)CC1
  11%, -7%
O=C(CCn1c(=O)oc2ccccc21)Nc1ccc(N2CCOCC2)cc1
  -4%, -25%
CC(C)(C)NC(=O)c1cc(-c2ccc3c(c2)OCO3)nc2ccccc12
  -11%, -14%
CN(C)CCC(=O)N1c2ccccc2Sc2ccc(C(F)(F)F)cc21
  -1%, -14%
CC(C)(C)C(=O)Oc1cccc(Nc2ncnc3ccccc23)c1
  -161%, 7%
CC1Sc2ccc(S(=O)(=O)CCC(=O)N(C)Cc3ccccc3)cc2NC1=O (centres undefined)
  33%, -4%
CN(C(=O)c1ccccc1)C1c2c(ccc3ccccc23)OCC1CO (centres undefined)
  -12%, -9%
CN(C)CCCN(C(=O)c1ccc([N+](=O)[O-])s1)c1nc2cc3c(cc2s1)OCCO3
  -20%, -29%
N#CCC(=O)N/N=C/c1c(-c2ccccc2)n(-c2ccccc2)c2ccccc12
  -4%, 21%
CC1CCCN(Cc2c(C(=O)N3CCc4ccccc4C3)nc3ccc(Cl)cn23)C1 (centres undefined)
  7%, -18%
CCn1cc(CN2CCC(n3nccc3NC(=O)CCCc3ccccc3)CC2)cn1
  5%, -22%
Cc1cc(Br)ccc1NC(=O)CN(C)C(=O)Cn1c(=O)cnc2ccccc21
  10%, -34%
COc1cccc(-c2nc(CS(=O)(=O)CC(=O)Nc3cc(OC)ccc3OC)c(C)o2)c1
  16%, 35%
Cc1ccc(C)c(S(=O)(=O)N2CCCN(C)CC2)c1
  -35%, 26%
COc1cc(/C=C/c2nc3ccccc3c(=O)[nH]2)ccc1OC(F)F
  -59%, -4%
COc1ccc(NC(=O)CS(=O)(=O)c2cn(CC(=O)N3CCCC3)c3ccccc23)c(OC)c1
  -10%, -41%
CCNC(=S)NNC(=O)CCc1nc2cc(Cl)ccc2n(Cc2ccccc2)c1=O
  12%, -18%
Cc1ccccc1NC(=O)c1ccc(C)c(S(=O)(=O)N2CCN(C)CC2)c1
  7%, -21%

These rows are one share of the data. The share of hits here may be higher or lower than overall.
